# Screening results deposited in PubChem by several laboratories.
# Bim-Bfl-1: inhibitors of Bim-Bfl-1 interaction, human. Q16548. Bead-based flow cytometry, Bim-Bfl-1 binding inhibition. inhibition, % at 10 µM. actives 0.12% (n = 190,000). AID 1008;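 note: 0% = wells without compound plus tracer and 100% = blocker peptide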
# Bcl-W Bim block: human Bim-Bcl-W interaction inhibition; bead-based flow cytometry, Bim peptide-Bcl-W binding; actives 0.02% (n = 190,000); inhibition, % at 10 µM; Q92843; AID 952;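 note: 0% = bound tracer without compound and 100% = peptide blocker; higher means less fluorescent Bim peptide bound to Bcl-W beads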
# Target sequence (Q92843 whole entry, looked up): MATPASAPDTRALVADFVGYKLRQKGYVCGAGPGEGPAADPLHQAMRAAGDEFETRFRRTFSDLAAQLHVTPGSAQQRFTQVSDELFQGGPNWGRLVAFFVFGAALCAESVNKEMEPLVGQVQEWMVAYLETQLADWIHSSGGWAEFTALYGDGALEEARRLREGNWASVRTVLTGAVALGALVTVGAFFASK
# RGS8-Gao reg: regulators of human RGS8-Galphao interaction. multiplexed bead flow cytometry, RGS8-Galphao binding; actives lie on both sides. response (percent of control binding), % at 10 µM. actives 0.34% (n = 220,000). AID 1423; in the data active = response below about 60% or above about 140%; inactive = in between;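 note: Galphao activated as the GDP aluminium fluoride complex binding bead-coupled RGS8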
# Mcl1 Noxa PPI: disrupts binding of human Mcl-1 to Noxa peptide. TR-FRET Mcl-1/Noxa peptide binding, 2 h. inhibition, % at 21.7 µM. actives 1.5% (n = 220,000). AID 1022. Q07820;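 active = compounds that cut the protein-peptide binding signal by more than 50% relative to plate controls in a single-dose test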;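 note: His-tagged Mcl-1 with rhodamine Noxa BH3 peptide and terbium anti-His antibody; 0% = Mcl-1 plus Noxa peptide wells and 100% = peptide-only wells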
# Target sequence (Q07820 whole entry, looked up): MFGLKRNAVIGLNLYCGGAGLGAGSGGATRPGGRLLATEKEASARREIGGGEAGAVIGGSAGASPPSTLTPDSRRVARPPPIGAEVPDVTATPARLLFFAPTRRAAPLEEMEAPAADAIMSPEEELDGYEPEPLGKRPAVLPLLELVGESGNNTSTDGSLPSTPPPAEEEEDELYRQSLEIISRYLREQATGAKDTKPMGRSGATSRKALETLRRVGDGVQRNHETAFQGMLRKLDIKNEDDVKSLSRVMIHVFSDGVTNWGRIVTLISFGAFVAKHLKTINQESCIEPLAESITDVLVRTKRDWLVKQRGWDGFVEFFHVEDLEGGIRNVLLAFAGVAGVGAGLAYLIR
# Mcl1 Bid PPI: Mcl-1/Bid interaction inhibition; Q07820; TR-FRET Mcl-1/Bid-Dy647 peptide binding, 1536-well; inhibition, % at 21.7 µM; actives 0.97% (n = 220,000);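 active = compounds that cut the binding signal by more than half at the single screening dose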;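 note: His-tagged Mcl-1 with europium anti-His antibody binding Bid BH3 peptide; 0% = Mcl-1 plus peptide wells and 100% = peptide-only wells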
# RGS7-Gao reg: regulators of human RGS7-Galphao interaction | P09471 | Multiplexed bead flow cytometry, RGS7-Galphao binding; actives lie on both sides | binding response (% of control), % at 10 µM | actives 0.35% (n = 220,000); in the data active = binding response below about 49% or above about 150%; inconclusive = no clear call, values can overlap the other calls; inactive = in between;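 note: fluorescent Galphao held in activated GDP-AlF4 state binding bead-coupled RGS7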
# Mcl-1 Bim block: disrupts Bim peptide binding to human Mcl-1; AID 1009; Bead-based flow cytometry, Bim peptide-Mcl-1 binding; inhibition, % at 10 µM; actives 0.1% (n = 190,000);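 note: 0% = no compound tracer wells and 100% = peptide blocker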
# RGS4-Gao reg: modulates binding of RGS4 to human Galphao; P09471; Multiplexed bead flow cytometry; actives lie on both sides; binding response (% of control), % at 10 µM; actives 0.33% (n = 220,000); AID 1415; in the data active = binding response below about 49% or above about 150%; inactive = in between;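 note: fluorescent Galphao activated with aluminum fluoride binding bead-coupled RGS4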
# Bcl-B Bim block: inhibitors of Bim-Bcl-B interaction, human; bead-based flow cytometry, Bim peptide-Bcl-B binding; inhibition, % at 10 µM; actives 0.073% (n = 190,000);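 note: 0% = tracer peptide without compound and 100% = reference inhibitor peptide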
# Target sequence (Q9HD36 whole entry, looked up): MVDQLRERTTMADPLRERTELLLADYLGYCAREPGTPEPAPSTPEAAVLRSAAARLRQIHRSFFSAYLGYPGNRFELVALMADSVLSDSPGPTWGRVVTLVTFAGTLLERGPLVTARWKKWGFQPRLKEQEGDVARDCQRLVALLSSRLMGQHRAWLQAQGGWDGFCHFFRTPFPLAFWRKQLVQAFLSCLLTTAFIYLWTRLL
# Bim-Bcl-2: human Bim-Bcl-2 interaction inhibition. P10415. Bead-based flow cytometry, Bim peptide-Bcl-2 binding. inhibition, % at 10 µM. actives 0.06% (n = 190,000); in the data active = inhibition above about 40%; inconclusive = no clear call, values can overlap the other calls;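 note: 0% = no compound wells with probe peptide and 100% = reference peptide inhibitor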
# Target sequence (P10415 whole entry, looked up): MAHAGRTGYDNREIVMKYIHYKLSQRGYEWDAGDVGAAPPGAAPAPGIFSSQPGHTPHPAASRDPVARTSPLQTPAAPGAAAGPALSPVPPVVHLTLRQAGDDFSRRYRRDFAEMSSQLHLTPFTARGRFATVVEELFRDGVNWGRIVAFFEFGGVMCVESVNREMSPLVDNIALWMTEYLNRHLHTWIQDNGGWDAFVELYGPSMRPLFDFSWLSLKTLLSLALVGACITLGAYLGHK
# Bcl-XL Bim block: inhibitors of Bim-Bcl-XL interaction, human; Q07817; Bim peptide-Bcl-XL binding, bead flow cytometry, fluorescence; inhibition, % at 10 µM; actives 0.04% (n = 190,000); AID 1007
# Starred values were filed as active, the others as inactive; u = inconclusive; x = no result given. Cut-off read from the data, not from the text of the source, unless noted: active = inhibition above about 40%.
SMILES,Bim-Bfl-1,Bcl-W Bim block,RGS8-Gao reg,Mcl1 Noxa PPI,Mcl1 Bid PPI,RGS7-Gao reg,Mcl-1 Bim block,RGS4-Gao reg,Bcl-B Bim block,Bim-Bcl-2,Bcl-XL Bim block
Cc1cc(/C=C\c2nc(O)c([N+](=O)[O-])c(=O)[nH]2)c(C)n1-c1ccccc1,0,0,95,39,-39,88,3,91,4,1,0
CC(C)CN1C(=O)c2ccc(NC(=O)c3ccccc3F)cc2C1=O,-3,0,102,3,-11,101,-5,106,-1,-5,-2
COc1ccc(-c2nc(CC(=O)O)cs2)cc1OC,-1,-1,102,31,30,100,-2,101,2,0,-6
CN(C)CCOc1cccc(Cl)c1,0,-6,107,22,40,102,-2,103,-2,0,-1
Cc1ccc(S(=O)(=O)NCC(=O)OCc2csc(-c3ccccc3)n2)cc1,-20,-1,104,34,5,101,-3,101,-6,-12,-8
Oc1ccccc1N1CCN(C(=S)NCCc2ccccc2)CC1,4,0,101,23,-7,101,0,98,-8,1,-2
CCS(=O)c1ccccc1C(=O)O (centres undefined),-10,-3,99,19,5,96,-1,96,-7,-11,-6
O=C(CN(C(=O)Cn1nnc(-c2cccs2)n1)c1ccc2c(c1)OCCO2)NCc1ccccc1,-6,0,104,2,-12,106,-2,105,-8,-5,-2
Nc1nc(NCC2CCCO2)nc(Nc2cccc(Cl)c2)c1[N+](=O)[O-] (centres undefined),x,x,100,-1,7,u,x,100,x,x,x
CC(C)(C)C(=O)Nc1ccccc1C(=O)Nc1ccncc1,5,-5,100,19,-4,96,-4,97,2,-1,-6
O=C(NCc1cccnc1)c1ccccc1-c1ccccc1,-5,-2,96,21,-35,u,-2,93,-2,-3,-2
COc1ccc(/C=C/C(=O)Nc2ccc(OC)cc2[N+](=O)[O-])cc1,-7,-7,101,16,3,102,-5,101,-7,-4,-9
CC(=O)N1CCc2[nH]c3ccccc3c2C1,-16,2,96,7,-77,100,-5,96,-7,-9,-2
Cc1cc(C(C)(C)C)oc1C(=O)Nc1ccc(CC(=O)O)cc1,0,-3,100,10,-25,93,4,93,0,0,-1
Cc1ccc(-c2nc3cccnc3s2)cc1NS(=O)(=O)c1ccc2c(c1)OCCO2,-8,3,101,7,-13,103,3,101,-2,-4,4
NC(=O)C1=C[C@H](c2csc3ccccc23)C[C@H](OCCCCO)O1,-2,-1,89,5,1,78,0,83,-6,-1,-3
Cc1ccc(C)c(NC(=S)NNC(=O)c2ccco2)c1,-16,-1,97,-6,-39,98,-4,96,-17,-11,-7
CC(=O)NC(CC(=O)NC1CCCCC1)c1ccccc1 (centres undefined),-13,-6,98,12,-54,98,-2,100,-9,-6,-5
CC(Oc1cccc(Cl)c1)C(=O)Nc1ccncc1 (centres undefined),-7,1,97,-9,-24,102,4,100,0,0,0
COc1ccccc1/C=N/n1c(C)nnc1-n1nc(C)cc1C,-11,3,96,-12,-2,96,0,98,-7,-9,-1
NC(=O)C1CCN(c2c([N+](=O)[O-])cc(C(F)(F)F)cc2[N+](=O)[O-])CC1,x,x,101,-20,-9,u,x,99,x,x,x
COc1cc2c(cc1OC)C(C(=O)Nc1ccccc1N1CCN(C)CC1)C1c3ccccc3CCN1C2=O (centres undefined),-8,-4,95,1,-7,92,-4,95,-4,-4,-4
O=C(NCCc1ccccc1)c1cc(=O)[nH]c2ccccc12,-5,0,99,2,-34,u,-1,94,-7,-4,-2
O=C(O)CSc1nnc(-c2ccc(S(=O)(=O)N3CCCC3)cc2)n1Cc1ccco1,0,1,97,-28,-29,100,0,100,1,-3,4
Cc1cc(C)n(CCCC(=O)O)n1,-6,-7,99,12,-28,99,-12,98,-2,0,-4

# (list continues)
SMILES,Bim-Bfl-1,Bcl-W Bim block,RGS8-Gao reg,Mcl1 Noxa PPI,Mcl1 Bid PPI,RGS7-Gao reg,Mcl-1 Bim block,RGS4-Gao reg,Bcl-B Bim block,Bim-Bcl-2,Bcl-XL Bim block
CCNc1nc(NC(C)C)nc(N(C#N)CCOc2ccc(Cl)cc2Cl)n1,-12,-5,99,-2,6,104,-2,106,-15,-9,-9
C=CCn1c(SCC(=O)Nc2ccc3c(c2)OCO3)nc2ccccc2c1=O,-15,-4,104,9,-17,99,-2,103,-8,-7,-7
Cc1ccccc1C(=O)NC(=S)Nc1ccc(S(=O)(=O)N(C)c2ccccc2)cc1,-13,0,91,-1,-2,95,0,95,-6,-8,0
CCOC(=O)c1sc(NC(=O)CSc2nnc(C(C)C)n2C)nc1C,-2,-4,100,12,4,99,-3,100,-3,x,-5
COC(=O)CN=Cc1c(C)[nH]n(-c2ccccc2)c1=O,-12,-3,107,4,-3,107,-2,104,-6,-3,-2
Cc1ccc(-c2nn3c(C)nnc3s2)cc1NC(=O)c1cccs1,0,0,97,16,-8,96,-2,92,1,1,2
CSc1nc2ccccc2n1Cc1cccc(F)c1,-12,-1,110,15,5,111,-4,111,-6,-12,2
CCCC(=O)NNC(=O)c1c(O)c2ccccc2[nH]c1=O,4,1,99,-29,-29,104,3,100,-1,4,0
CCN(CCn1cccn1)Cc1nc(-c2ccc(C(=O)OC)cc2)no1,-5,0,99,4,-5,100,-2,101,-2,-5,0
O=C(NCc1ccco1)NCC(F)(F)F,-15,-2,101,23,3,100,0,103,-9,-5,-4
CCN=C1SC(CC(=O)NCCc2ccc(OC)c(OC)c2)C(=O)N1CC (centres undefined),0,0,96,10,-16,99,0,104,-5,0,-5
C/C(=N\NC(N)=O)c1ccc(Cl)cc1,-2,0,95,0,-5,89,-1,84,-1,0,-2
CCCc1nnc2n1N=C(c1ccc([N+](=O)[O-])cc1)CS2,x,x,102,22,16,u,x,104,x,x,x
Cc1cc(C)n(-c2c(C)[nH]c3ccccc23)n1,-2,-3,97,-6,-42,99,-1,95,0,0,-3
CC(=O)c1cccc(NC(=O)CN(c2cccc(F)c2)S(C)(=O)=O)c1,-12,3,100,20,-7,101,0,103,-8,-9,0
O=S(=O)(c1cccc(-c2nnc(SCc3ccc(Cl)cc3)o2)c1)N1CCCCC1,-21,-8,100,-4,-24,99,-6,101,-11,-18,-16
COc1cc2c(cc1NC(=O)c1cccc(Br)c1)CCCC2,0,0,99,-9,-17,98,-1,99,-1,-1,-2
CCOc1ccc(OCC(=O)Nc2ccc(S(=O)(=O)Nc3cc(C)nc(C)n3)cc2)cc1,-14,-2,100,68*,2,99,-4,100,-6,-15,-9
CCN(Cc1ccncc1)C(=O)CCc1nnc(CCC2CCCCC2)o1,-4,0,104,-2,-7,100,1,102,-1,-2,0
Cc1cc2ncn(CC3CC3(Cl)Cl)c2cc1C (centres undefined),0,-1,98,-2,-15,u,0,101,0,3,-1
CCOC(=O)C1(Cc2ccccc2C(F)(F)F)CCN(C2CCSC2)CC1 (centres undefined),0,-3,94,-3,-41,89,3,90,2,-5,-4
C=CCN1C(=O)C(CC(=O)O)SC1=Nc1cccc([N+](=O)[O-])c1 (centres undefined),-8,0,99,-3,-13,u,0,98,-3,1,-2
Cc1ccc(C(=O)c2coc3cc([N+](=O)[O-])c(O)c([N+](=O)[O-])c23)cc1,0,-4,101,46,13,99,-1,101,-1,0,-3
Cc1cccc(C(=O)NC(=S)Nc2ccccc2C(=O)O)c1,-3,-2,99,2,-70,104,-3,101,-2,0,0
CC(=O)c1ccc(-c2ccccc2[C@H]2[C@H]3C=CC[C@@H](C)[C@@H]3C(=O)N2Cc2ccccc2)cc1,x,x,98,7,-37,u,x,98,x,x,x

# The list goes on, starting with the last four of the part before.
SMILES,Bim-Bfl-1,Bcl-W Bim block,RGS8-Gao reg,Mcl1 Noxa PPI,Mcl1 Bid PPI,RGS7-Gao reg,Mcl-1 Bim block,RGS4-Gao reg,Bcl-B Bim block,Bim-Bcl-2,Bcl-XL Bim block
C=CCN1C(=O)C(CC(=O)O)SC1=Nc1cccc([N+](=O)[O-])c1 (centres undefined),-8,0,99,-3,-13,u,0,98,-3,1,-2
Cc1ccc(C(=O)c2coc3cc([N+](=O)[O-])c(O)c([N+](=O)[O-])c23)cc1,0,-4,101,46,13,99,-1,101,-1,0,-3
Cc1cccc(C(=O)NC(=S)Nc2ccccc2C(=O)O)c1,-3,-2,99,2,-70,104,-3,101,-2,0,0
CC(=O)c1ccc(-c2ccccc2[C@H]2[C@H]3C=CC[C@@H](C)[C@@H]3C(=O)N2Cc2ccccc2)cc1,x,x,98,7,-37,u,x,98,x,x,x
CCCCn1c(N)c(C(=S)NC(=O)CC(C)(C)C)c(=O)n(C)c1=O,0,-4,105,-70,-80,100,-8,105,-1,1,-6
COc1ccc(NC(=O)N2CCC(CO)(CC3CCCCO3)CC2)c(OC)c1 (centres undefined),x,x,101,-9,-59,u,x,98,x,x,x
O=C(CCn1c(=O)[nH]c2ccccc2c1=O)N1CCN(c2ccc(Cl)cc2)CC1,-1,0,99,-5,-18,97,0,99,0,-2,-5
CCCCN1C2CCCC1CC(NC(=O)C1CCCCC1)C2 (centres undefined),4,1,103,-2,-4,102,3,106,2,6,1
Cc1ccc(S(=O)(=O)N2CCCOC2CNC(=O)C(=O)NCc2ccco2)cc1 (centres undefined),-2,-2,106,3,3,101,-5,100,-6,0,-5
Cc1nn(C)c(C)c1NC(=O)CCSc1nc(-c2ccco2)cc(C(F)(F)F)n1,-7,-1,101,-6,-13,100,-4,96,-19,-11,-15
COC(=O)c1sc(S(=O)(=O)N2CCCCC2)c(C(=O)OC)c1C,0,-4,97,x,-13,114,-1,101,-2,2,-1
C=CCn1c(SCC(=O)Nc2sccc2C(N)=O)nc2ccccc2c1=O,-14,0,99,7,2,97,-2,99,-10,-9,-7
O=C(Nc1ccc(Cl)c(S(=O)(=O)N2CCOCC2)c1)c1ccccc1-c1ccc(C(F)(F)F)cc1,-14,0,102,3,-1,104,-1,103,-5,-6,-5
COc1ccccc1OC(=O)c1ccc(SC)cc1OC,-9,8,103,1,-19,102,1,106,0,-3,0
COc1ccc(-c2cccc(C(=O)Nc3ccc(C)cc3)c2)cc1,-2,0,98,-12,-36,101,0,101,0,1,-1
CCc1ccccc1NC(=O)N1CCC(NC(=O)C(Cc2ccc(OC)c(OC)c2)NC(C)=O)CC1 (centres undefined),-2,-3,101,-2,2,101,-4,99,-3,-8,-1
CCN1CCN(c2cc(C)c3cc(NC(=O)c4ccccc4F)ccc3n2)CC1,0,1,106,-1,-23,104,2,107,-3,-2,0
COc1ccc(CCC(=O)Nc2sccc2C#N)cc1,-6,0,100,9,-30,97,0,100,-3,-2,-3
CCOc1cc(/C=C2\CCCC(C(=O)C(F)(F)F)=C2O)ccc1O,-2,-3,92,28,10,97,-4,98,-7,-1,-7
Cc1nn(C)c(C(=O)NN)c1Cl,4,0,102,13,-6,103,0,100,1,0,0
NC(=O)c1ccc(Sc2nnc(-c3cccs3)n2CC2CCCO2)c([N+](=O)[O-])c1 (centres undefined),-16,-2,97,2,-38,99,-9,97,-4,-11,-6
Cc1nc2nc(NCc3cccs3)nn2c(C)c1Cl,0,-6,100,10,-7,99,-1,101,0,0,-9
Cc1ccc(S(=O)(=O)C(C#N)c2nc3ccccc3nc2N2CCN(C)CC2)cc1C (centres undefined),-5,0,101,28,12,102,0,101,-8,-7,-3
CCOC(=O)c1c(C)c(C(=O)NCC2CCCO2)c(C)n1CC (centres undefined),-14,1,101,14,-18,96,-1,99,-9,-9,-6
